# Source: PubChem BioAssay (National Center for Advancing Translational Sciences (NCATS))
# LmPK inh = blocks Leishmania mexicana pyruvate kinase activity | Q27686 | purified LmPK, Kinase-Glo ATP luminescence, 1 h | Potency, µM (titrated, usually from 57.5 µM), without a hit: at the top dose activity change, negative = inhibition, most hits filed as inhibitors | 290,000 compounds, 0.37% hits | AID 1721; note: potency is the fitted concentration of half-maximal effect; % is set by controls: 0 for no effect and ±100 for the full control effect
#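 0.1 nM LmPK, 0.5 mM PEP, 0.1 mM ADP; 50 mM imidazole pH 7.2, 7 mM MgCl2, 50 mM KCl; 1 h RT. Kinase-Glo luminescence readout, normalized to no-enzyme (full inhibition) and uninhibited wells.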
# Pf growth 96h = P. falciparum growth inhibition at 96 hours | Potency, µM (titrated, usually from 28.7 µM), for inactives: top-dose activity change, negative = inhibition, hits mostly inhibitors | AID 504834 | 320,000 compounds, 6.9% hits | P. falciparum luciferase reporter growth, 96 h; note: potency is the fitted concentration of half-maximal effect; % is set by controls: 0 for no effect and ±100 for the full control effect
#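 P. falciparum expressing integrated firefly luciferase, in erythrocytes at 2% hematocrit, 0.05% parasitemia, incubated with compounds 96 h at 37 C, 5% CO2. Growth inhibition read as loss of luminescence; two-generation exposure targets delayed-death apicoplast inhibitors.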
# Pf growth 48h = P. falciparum growth inhibition at 48 hours (one generation); P. falciparum luciferase growth in erythrocytes, 48 h; Potency, µM (series often up to 28.7 µM), inactives show top-dose activity change, negative = inhibition, usual class: inhibitors; 310,000 compounds, 5.9% hits; AID 504832; note: potency is the fitted concentration of half-maximal effect; % is set by controls: 0 for no effect and ±100 for the full control effect
#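 Firefly luciferase activity from engineered P. falciparum reports growth; inhibitors lower the luminescent signal. Cultures contained 2% hematocrit erythrocytes at 0.1% final parasitemia.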
# Cycloheximide cs = counter-screen for Shiga toxin inhibitors: cycloheximide protein synthesis inhibition; cell reporter, cycloheximide protein synthesis inhibition counterscreen; max response, %; 300,000 compounds, 12% hits; AID 2314; in the data active = max response mostly above about 13%, no sharp cut-off; inactive = mostly below about 14%; note: read at 38.3 µM for the half of the compounds with a filed dose; 0% is about no effect
# Shiga toxin inh = Shiga toxin inhibition; Vero cells, Shiga toxin protein synthesis inhibition reporter; inhibition, % at 38.7 µM; 290,000 compounds, 9.2% hits; AID 2315; in the data active = inhibition mostly above about 28%, no sharp cut-off; inactive = mostly below about 43%; note: 0% is about no effect
# AmpC inh no detg = blocks E. coli AmpC beta-lactamase in detergent-free assay | P00811 | AmpC nitrocefin hydrolysis, absorbance 480 nm, 0.0001% Triton | Potency, µM (series often up to 57.1 µM), inactives show at the highest dose activity change, negative = inhibition, usual class: inhibitors | 330,000 compounds, 0.52% hits | AID 485341;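 note: potency is the fitted concentration of half-maximal effect; plate controls were no compound for no effect and no enzyme for full effect; nearly all actives have a fitted effect of over 20% in size; some results filed as inactive show a strong effect at the top dose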
#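 20 mM phosphate pH 7.0 + 0.01% (detergent screen) or 0.0001% Triton X-100; 5.3 nM AmpC reagent; cpd preinc 15 min RT; nitrocefin (800 uM stock) to start; A480 q20 s × 4 min; Activity was normalised to no-enzyme and no-compound control wells.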
# TbPYK inhibitor = T. brucei pyruvate kinase inhibition | TbPYK enzyme, Kinase-Glo Plus ATP luminescence, 45 min | 410,000 compounds, 0.12% hits | Q57TT1 | Potency, µM (titrated, usually from 76.8 µM), for the others: top-dose activity, negative = inhibition, actives largely listed as inhibitors; note: potency is the fitted concentration of half-maximal effect; % is set by controls: 0 for no effect and ±100 for the full control effect; nearly all actives have a fitted effect of over 50% in size
#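 Luminescent Kinase-Glo Plus end-point after 45 min room-temperature reaction of T. brucei pyruvate kinase started with 130 uM ADP (final). Buffer TEA 50 mM pH 7.2 with KCl, MgCl2, BSA, Tween-20; titration-based qHTS with fitted concentration-effect curves.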
# An asterisk follows results filed as active; ? = inconclusive; · = no result given; & = joins results of further samples; [ ] = remark or other dose. Unless noted, calls come from the whole dose curve; as a rule, active = well fitted curve in the direction sought with a large enough effect; inconclusive = small, poorly fitted or top-dose-only effect, or another doubt; inactive = no such curve, though single readings can be large; an effect the other way counts as inactive or inconclusive.
# Sequence of screens – LmPK inh	Pf growth 96h	AmpC inh no detg	Pf growth 48h	TbPYK inhibitor	Cycloheximide cs	Shiga toxin inh
COc1ccc(S(=O)(=O)N2CCC(C(=O)NN3CCCCC3)CC2)cc1OC
 : ·	26%	-7%	?	-4%	·	·
COc1ccc(C2(CCN)CC(C)N(C)CC2C)cc1 (stereo not drawn)
 : 1%	1.7µM*	-10%	0%	2%	-1	12
O=C(c1ccco1)N1CCN(Cc2nnc(-c3cccc(Br)c3)o2)CC1
 : 2%	-4%	58%	5%	7%	5	20
COc1ccc(CNC(=O)CCCNC(=O)c2ccc(Cl)cc2)cc1OC
 : 7%	-14%	-1%	1%	2%	9	-4
Cc1c(C(=O)N2CCN(S(=O)(=O)c3ccccc3)CC2)oc2ccccc12
 : ·	?	-8%	?	0%	·	·
COc1cccc(CN2CCNC(=O)C2CC(=O)N(C)CCC2CCOCC2)c1 (stereo not drawn)
 : 1%	-14%	37%	1%	-1%	-2	-7
COc1cc(NC(=O)c2nn(C)c3c2CS(=O)(=O)c2ccccc2-3)cc(OC)c1
 : -1%	?	96%[activator]	4%	5%&1%	10	14
CCN[C@]1(c2cccs2)CCCCC1=O
 : ·	-9%[12.8 µM]	·	1%[12.8 µM]	-2%[33.2 µM]	·	·
Cc1oc2ncnc(N)c2c1C
 : -8%	139%[activator]	-2%	14%	-6%	4	10
Cc1cc(=O)oc2c3c(cc(OCC(=O)N[C@@H](CC(C)C)C(=O)O)c12)OC(C)(C)CC3
 : 4%	-7%	-19%	-10%	-11%	-3	29
COc1cccc(C(C(=O)NC(C)(C)C)N(Cc2ccc(C)cc2)C(=O)CCC(=O)Nc2cc(C)on2)c1OC (stereo not drawn)
 : -8%	?	125%[activator]	?	-4%	-5	-12
O=C(Cc1ccc(Cl)cc1)Nc1ncc([N+](=O)[O-])s1
 : -6%	2%	-47%	0%	2%	43*	67*
Cc1ccccc1CC(=O)Nc1ccc2c(C)cc(=O)oc2c1
 : 0%	?	-17%	45%[activator]	3%	-3	12
CC(C)C(C)NC(=O)COc1ccc(Sc2ccc(OCC(=O)NC(C)C(C)C)cc2)cc1 (stereo not drawn)
 : 1%	?	-1%	?	-9%	3	23
CN1C(=O)c2cccc3c(S(=O)(=O)NCc4ccco4)ccc1c23
 : -2%	?	-30%	-8%	-3%	18	23
Cc1cc(C(=O)NCCCN2CCN(C3CCCCC3)CC2)n(-c2ccccc2)n1
 : 4%	-7%	4%	3%	1%	8	22
COc1ccc(/C=N/n2cnc3c([nH]c4ccc(C)cc43)c2=O)cc1CN1CCCC1
 : 0%	?	-9%	?	2%	0	-3
O=C(C1CC(=O)N(c2ccc3c(c2)OCCO3)C1)N1CCCC(C(F)(F)F)C1 (stereo not drawn)
 : ·	12%	-1%	22%	1%	·	·
COc1cc(-c2cc(-c3ccccc3)nc(SCC(=O)O)c2C#N)cc(OC)c1OC
 : -1%	22%	?	?	-16%	0	15
CCCc1nnc(NC(=O)CCC(=O)NC2CCCc3ccccc32)s1 (stereo not drawn)
 : 0%	33%[activator]	-14%	-4%	0%	7	6
Cc1onc(-c2c(Cl)cccc2Cl)c1C(=O)NCc1ccco1
 : 1%	?	-15%	?	0%	1	2
Cc1cc(O)cc(C)c1Cl
 : ·	8.5µM*	·	15µM*	4%&2%	·	·
Cc1ccc(Cl)cc1NC(=O)[C@@H]1CCC(=O)N1C1OC(=O)c2ccccc21 (stereo partly drawn)
 : -9%	?	2%	?	9%	-2	14
COc1ccccc1OCC(=O)Nc1ccc(Cl)cc1
 : 1%	34%[activator]	-28%	36%[activator]	1%	24*	51*
CCC(=O)c1c[nH]c(C(=O)NCCc2ccccn2)c1
 : -1%	34%[activator]	-15%	34%[activator]	-8%	26*	42
Cc1ccccc1N/N=C1\CCCNC1=O
 : 1%	43%[activator]	20%	?	-2%	8	13
COc1cc(-c2nnc(COc3ccc4cc(Br)ccc4c3)o2)cc(OC)c1OC
 : 0%	-2%	-1%	10%	·	-4	-3
CC(=O)N1CCN(c2ccc([N+](=O)[O-])c(NCC3CCCO3)c2)CC1 (stereo not drawn)
 : -3%	?	-6%	4%	-2%	-3	-8
O=C(/C=C/c1cccs1)N1CCC2(CC1)Oc1ccc(Cl)cc1C(=O)C21CC(c2ccccc2)=NO1 (stereo not drawn)
 : 0%	?	-15%	13µM*	-2%	-2	7
O=C(O)CCCCCn1c(O)c(C=C2N=c3ccccc3=N2)sc1=S
 : -3%	?	-29%	8%	-3%	2	-8
CCOc1ccc(C(=O)CN2CCN(S(=O)(=O)c3ccc(Cl)cc3)CC2)cc1
 : -1%	67%[activator]	5%	-9%	-11%	-1	7
COc1ccc(Br)cc1CNC(=O)C1CCCN(S(=O)(=O)N2CC(C)CC(C)C2)C1 (stereo not drawn)
 : 0%	?	-1%	-26%	5%	-6	3
O=C(NC(=S)NC1CCCCC1)c1ccccc1
 : 1%	?	-19%	?	3%	48*	99*
Nc1ccnn1Cc1cccnc1
 : 1%	2%[5.75 µM]	-24%	0%	1%	-2	21
CCOc1cccc2cc(C(=O)NCc3ccc(Cl)cc3)c(=N)oc12
 : 7%	-14%	7%	?	5%	5	39
Cc1ccc2c(c1)c1c3n2CCN(CC(N)=O)C3CCC1 (stereo not drawn)
 : -2%	-5%	-4%	13µM*	-11%	1	78
COc1ccc(C(C)(C)C)cc1NC(=S)NCCN1CCOCC1
 : 0%	?	68%[activator]	-18%	-15%	-2	-30
O=C(CCC(=O)c1cccs1)OCc1ccc([N+](=O)[O-])cc1
 : ·	-12%	-23%	-7%	1%	·	·
N#CC(C(=O)NC1CCCCC1)c1nc2ccccc2nc1N1CCOCC1 (stereo not drawn)
 : -1%	-12%	-19%	11%	·	-5	-5
CC(=O)N1CCN(Cc2nc3cc(NC(=O)COc4ccccc4)ccc3n2C)CC1
 : 11%	72%[activator]	15%	1%	-9%	-2	-3
Cc1c(NC(=O)c2ccc(S(=O)(=O)N(C)c3ccccc3)cc2)c(=O)n(-c2ccccc2)n1C
 : -1%	-7%	12%	-21%	0%	-2	-19
O=C(CCNC(=O)c1ccccc1Cl)Nc1cccc(C(F)(F)F)c1
 : 2%	33%	-6%	3%	-9%	-2	-16
Cc1cc(C)cc(N(CC(=O)NC2CCCC2)C(=O)CCC(=O)Nc2nccs2)c1
 : 0%	22%	-10%	-2%	0%	-5	20
Cn1ncc2c(N3CCCCC3)nc(NCCCO)nc21
 : 4%	61%[activator]	-4%	2%	4%	-5	1
CCN(CC)C(=O)CNC(=O)Cc1ccc(Cl)cc1
 : -2%	·	-18%	-5%	-1%	-2	32
Nc1nnc(-c2ccc(Cl)cc2Cl)s1
 : -10%	-2%	-7%	61%[activator]	2%	23*	58*
CCCc1cc(=O)n2[nH]c(-c3ccc(Cl)cc3)cc2n1
 : -1%	?	-40%	0%	4%	57*	92*
CCc1cccc(C)c1NC(=O)C1CN(S(=O)(=O)c2ccccc2)CCN1S(=O)(=O)c1ccccc1 (stereo not drawn)
 : 3%	35%[activator]	-42%	0%	0%	-2	-9
CCN1CCN(c2ncnc3c2sc(=S)n3-c2ccccc2)CC1
 : -1%	?	-2%	8%	5%	-2	-10
CCCc1cc(=O)oc2cc(OCC(=O)N3CCC(C(=O)O)(c4ccccc4)CC3)ccc12
 : -14%	?	-32%	?	6%	-5	-3
COc1cccc(-c2ccc(NC(=O)C3CCCN(Cc4cnc(C)s4)C3)cc2)c1 (stereo not drawn)
 : 2%	?	152%[activator]	?	-9%	8	-3
CN(c1ccccc1)S(=O)(=O)c1ccc(C(=O)NCc2ccccc2CN2CCCC2)cc1
 : ·	?	66%[activator]	?	-6%	·	·
Cc1ccc(NC(=O)c2cccnc2)cc1S(=O)(=O)N1CCOCC1
 : ·	?	-2%	11%	-11%	·	·
COc1ccc(C(=O)NCC(=O)N2CCCCC2)cc1OC
 : 2%	-41%	-25%	24%	1%	11	22
O=C(NCCN1C(=O)CCC1=O)c1ccncc1
 : 7%	16%	-17%	30%	-7%	-6	-9
O=C1CN(O)C=C2N=c3ccccc3=C2N1c1ccc([N+](=O)[O-])cc1
 : -2%	?	-24%	-3%	-2%	-10	-23
COC(=O)C(NC(=O)c1ccc(Cl)cc1)(Nc1nc(C)cs1)C(F)(F)F (stereo not drawn)
 : 5%	?	0%	2%	0%	-1	27
CCOC(=O)CSc1nnc(-c2ccoc2C)n1-c1ccc(C)cc1
 : 0%	-27%	-1%	-21%	7%	-2	6
Cn1nnnc1SCC(=O)NC(=O)Cc1ccccc1
 : -3%	·	-1%	13%	?	-3	10
COc1ccc2oc(C(=O)NC(C)(C)C)c(C)c2c1
 : 0%	366%[activator]	-16%	428%[activator]	8%	49*	96*

# Next results follow.
# Sequence of screens – LmPK inh	Pf growth 96h	AmpC inh no detg	Pf growth 48h	TbPYK inhibitor	Cycloheximide cs	Shiga toxin inh
O=c1[nH]c(C(F)(F)F)nc2ccc3ccccc3c12
 : -2%	-5%	10%	6%	-1%	7	-9
CC(=O)Nc1ccc(S(=O)(=O)Nc2nc3ccccc3nc2Nc2ccc(S(N)(=O)=O)cc2)cc1
 : 2%	10%	-18%	1%	1%	-1	10
Cc1ccc(S(=O)(=O)n2c(C)nc3ccccc32)cc1
 : 0%	?	14%	34%[activator]	0%	2	·
Cc1cc(C)c(S(=O)(=O)N/N=C/c2ccc([N+](=O)[O-])o2)c(C)c1
 : 4%	-14%	-20%	7%	-16%	-1	-7
Cc1ccc(NC=C(S(=O)(=O)c2ccccc2)S(=O)(=O)c2ccccc2)c(C)c1
 : 1%	-17%	-35%	?	0%	-1	-2
COc1ccc(NS(=O)(=O)c2c(C)[nH]c(=O)[nH]c2=O)c(OC)c1
 : 0%	0%	-17%	9%	12%	-4	-1
COc1ccc2nc(Cl)c(C3CC(c4ccco4)=NN3C(=O)CCCC(=O)O)cc2c1 (stereo not drawn)
 : 1%	9%	-15%	?	-22%	7	7
CCc1ccc(OCC(=O)NCCOc2ccccc2)cc1
 : 7%	6%	-5%	·	-1%	27*	66
Cn1c2ccccc2c2nnc(SCc3ccc4nonc4c3)nc21
 : 6%	·	-17%	4%	3%	-3	-9
